Assay outcomes as filed in PubChem.
PI4K2A block = blocks human PI4K2A kinase activity. purified PI4K2A, ADP-Glo luminescence, 1 h; active compounds read low. 420,000 compounds, 0.13% hits. Q9BTU6. activity change, negative = inhibition, % at 76.9 µM; in the data active = activity change below about -50%; inconclusive = mostly about -30% to -49%;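 also: -100% = wells without enzyme as full effect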
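In this quantitative HTS, ADP production by PI4K2A was quantified luminescently after 1 h at ambient temperature; 100 microM adenosine served as plate-quality control.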
ALOX12 inh = blocks human arachidonate 12S-lipoxygenase | 580,000 compounds, 1.1% hits | P18054 | purified 12hLO, xylenol orange hydroperoxide absorbance | AID 1671190 | Potency, µM (highest dose often 108 µM), for the others: at the highest dose activity change, negative = inhibition, usual class: inhibitors; also: potency is read from the fitted curve at half-maximal effect; % is scaled to controls: 0 for no effect and ±100 for the full control effect
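Purified human 12hLO (150 nM final) in 25 mM Hepes, 0.01% Triton X-100, pH 7.0 was preincubated 15 min at room temperature with compound. Then 40 uM arachidonic acid was added, 30 min. Hydroperoxide was read by Fe-XO absorbance ratio 573/405 nm.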
ERG Ets-DNA blk = blocks human ERG Ets domain binding to DNA; AID 624246; Potency, µM (titrated, usually from 76.9 µM), inactives show top-dose FP activity, negative = inhibition, most hits filed as inhibitors; 370,000 compounds, 0.028% hits; fluorescence polarization, His-ERG Ets domain / labelled DNA; active = well fitted inhibition curve with a large enough effect in the polarisation, with a control signal flat; inconclusive = small, poorly fitted or top-dose-only effect, or effect the other way, or a change in a side signal; inactive = no such curve, though single readings can be large or run the other way; the % refers to the polarisation;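 also: polarization taken with two DNA probes labelled with fluorescein and Texas red; potency is read from the fitted curve at half-maximal effect; % of control where 0% means no effect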
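His-tagged ERG Ets domain (1 uM in the protein solution; 300mM KCl, 50mM Tris-HCl, 1mM EDTA, 1mM DTT, pH 7.5) received compound, then a probe mix of 5 nM fluorescein-DNA and 100nM Texas-615-DNA. Fluorescence polarization was read for both dyes.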
RGS4 inhibitor = inhibitors of human regulator of G protein signaling 4 | P49798 | Transcreener GDP fluorescence polarization, RGS4-accelerated GTP hydrolysis | Potency, µM (doses to about 114 µM), for inactives: top-dose activity change, negative = inhibition, hits mostly inhibitors | 390,000 compounds, 0.039% hits | AID 504845; also: potency is read from the fitted curve at half-maximal effect; % is scaled to controls: 0 for no effect and ±100 for the full control effect; nearly all actives have a fitted effect of over 75% in size; some results filed as inactive show a strong effect at the top dose
Target sequence (P49798 whole entry, looked up): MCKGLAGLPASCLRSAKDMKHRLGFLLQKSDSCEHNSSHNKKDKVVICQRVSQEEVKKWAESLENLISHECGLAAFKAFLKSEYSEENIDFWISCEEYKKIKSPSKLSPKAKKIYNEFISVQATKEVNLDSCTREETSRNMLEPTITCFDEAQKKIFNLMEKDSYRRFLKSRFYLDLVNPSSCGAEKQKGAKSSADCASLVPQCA
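MLSMR compounds (23 nl, pin-transferred) preincubated 10 min at room temperature with a 500nM (2x) first reagent, then RGS4 at 900nM (2x) plus Transcreener GDP mix added; fluorescence polarization (620/688 nm) read before and after 90 min at 30 °C.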
BAZ2B block = inhibitors of human BAZ2B bromodomain | AlphaScreen BAZ2B-H3K14Ac peptide displacement | Potency, µM (titrated, usually from 114 µM), inactives show at the highest dose activity change, negative = inhibition, actives largely listed as inhibitors | 360,000 compounds, 4.4% hits | AID 504333; also: potency is read from the fitted curve at half-maximal effect; % is scaled to controls: 0 for no effect and ±100 for the full control effect; nearly all actives have a fitted effect of over 60% in size
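AlphaScreen displacement of biotin-H3(5-23)K14Ac peptide (50 nM final) from BAZ2B (50 nM final) in PBS pH 7.4, 0.01% Tween-20; complex preformed 30 min RT, then compounds (top 110 uM) 30 min RT, beads 20 min dark.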
JMJD2A Tudor = JMJD2A Tudor domain (human) inhibition | Potency, µM (highest dose often 114 µM), without a hit: at the highest dose activity change, negative = inhibition, actives largely listed as inhibitors | 390,000 compounds, 4.4% hits | AlphaScreen JMJD2A-Tudor / H3K4me3 peptide binding | AID 504339; also: potency is read from the fitted curve at half-maximal effect; % is scaled to controls: 0 for no effect and ±100 for the full control effect; nearly all actives have a fitted effect of over 50% in size
HP1b chromo inh = inhibitors of HP1-beta chromodomain binding to methylated histone tails | AID 540317 | AlphaScreen HP1-beta / biotin-H3K9me3 peptide binding | 390,000 compounds, 0.56% hits | Potency, µM (doses to about 114 µM), inactives show at the highest dose activity change, negative = inhibition, actives largely listed as inhibitors | P83916; also: potency is read from the fitted curve at half-maximal effect; nearly all actives have a fitted effect of over 70% in size; inactives centre near 23
Target sequence (P83916 whole entry, looked up): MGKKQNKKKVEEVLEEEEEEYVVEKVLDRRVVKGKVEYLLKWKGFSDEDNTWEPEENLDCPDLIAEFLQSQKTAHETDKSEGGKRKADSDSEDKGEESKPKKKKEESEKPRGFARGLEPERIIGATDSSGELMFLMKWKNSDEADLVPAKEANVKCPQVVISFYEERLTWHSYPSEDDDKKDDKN
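Compound inhibition of the preformed complex between 50 nM HP1-beta and 50 nM biotinylated H3K9me3 peptide was read by AlphaScreen. Buffer was PBS pH 7.4 with 0.01% Tween-20. Incubations ran 30 min at room temperature, with 10 ug/mL donor/acceptor beads.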
G9a inh = inhibitors of human histone lysine methyltransferase G9a | G9a H3K9 monomethylation, AlphaScreen, 2 h | Q96KQ7 | AID 504332 | 350,000 compounds, 8.8% hits | Potency, µM (doses to about 102 µM), without a hit: at the highest dose activity, negative = inhibition, most hits filed as inhibitors; also: potency is read from the fitted curve at half-maximal effect; % is scaled to controls: 0 for no effect and ±100 for the full control effect; nearly all actives have a fitted effect of over 75% in size
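G9a (20 nM) was preincubated 15 min with compound, then reacted 2 h at room temperature with 500 nM biotin-H3K9 peptide and 20 µM SAM. Monomethyl-H3K9 detected by AlphaScreen using anti-H3K9me1 antibody.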
GLS inh = blocks human kidney-isoform glutaminase activity | AID 624170 | GLS enzymatic activity, qHTS titration | Potency, µM (highest dose often 45.5 µM), inactives show top-dose activity change, negative = inhibition, hits mostly inhibitors | 410,000 compounds, 0.21% hits | O94925; also: potency is read from the fitted curve at half-maximal effect; % is scaled to controls: 0 for no effect and ±100 for the full control effect
Target sequence (O94925 whole entry, looked up, canonical isoform): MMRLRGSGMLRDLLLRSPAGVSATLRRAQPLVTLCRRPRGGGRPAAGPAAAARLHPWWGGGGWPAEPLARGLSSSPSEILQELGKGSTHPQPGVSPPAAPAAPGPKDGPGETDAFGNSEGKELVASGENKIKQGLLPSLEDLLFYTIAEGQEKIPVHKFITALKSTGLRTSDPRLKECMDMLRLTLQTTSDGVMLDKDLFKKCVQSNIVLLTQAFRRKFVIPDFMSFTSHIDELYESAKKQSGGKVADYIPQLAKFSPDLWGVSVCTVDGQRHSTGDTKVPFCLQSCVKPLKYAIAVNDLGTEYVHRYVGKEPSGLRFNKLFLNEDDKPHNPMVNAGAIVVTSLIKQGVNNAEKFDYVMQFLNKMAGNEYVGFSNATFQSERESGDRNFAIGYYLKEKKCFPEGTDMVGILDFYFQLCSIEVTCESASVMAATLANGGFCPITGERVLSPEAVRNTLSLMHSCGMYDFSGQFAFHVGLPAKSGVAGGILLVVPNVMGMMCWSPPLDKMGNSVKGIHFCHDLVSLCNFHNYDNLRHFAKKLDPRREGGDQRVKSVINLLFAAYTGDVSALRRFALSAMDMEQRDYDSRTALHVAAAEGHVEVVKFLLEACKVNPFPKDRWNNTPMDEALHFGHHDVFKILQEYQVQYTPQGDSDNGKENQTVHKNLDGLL
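hKGA in 45 mM KH2PO4 (pH 8.2), 0.02% Tween-20 with compound, then 1mM L-Glutamine (stock as added) plus glutamate oxidase/HRP/Amplex red coupling mix. Fluorescence read initially and after 30 min at RT; signal change reflects glutamate formation.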
Numbers without * were called inactive; u = inconclusive; x = not tested or not shown; & = joins results of further samples; [ ] = another dose, or the depositor's remark. Unless noted, calls follow the shape of the dose curve; as a rule, active = well fitted curve in the direction sought with a large enough effect; inconclusive = small, poorly fitted or top-dose-only effect, or another doubt; inactive = no such curve, though single readings can be large; an effect the other way counts as inactive or inconclusive. This is a subset; count on the stated rates, not on these rows.

Fields: PI4K2A block	ALOX12 inh	ERG Ets-DNA blk	RGS4 inhibitor	BAZ2B block	JMJD2A Tudor	HP1b chromo inh	G9a inh	GLS inh
COc1cc(OC)c2c(-c3cccc(-c4ccc(NC(C)=O)cc4)c3)cc(=O)oc2c1
 : -3	-4%	12%	5%	x	-13%	17%	u	1%
COCCNC(=O)Cn1nc(C)c([N+](=O)[O-])c1C
 : 258	-4%	2%	12%	1%	-6%	15%	7%	5%
CC(=O)Nc1cccc(NC(=O)C(=O)NCCc2csc3nc(-c4ccccc4F)nn23)c1
 : 3	-25%	0%	12%	-3%	-19%	9%[57 µM]	0%[59 µM]	-9%
CCOc1ccc(CC(C(N)=O)C(N)=O)cc1
 : 0	-1%	4%	7%	-5%	1%	39%[activator]	7%	-5%
O=C(CSc1nc2ccccc2c(=O)n1-c1ccccc1)NCc1ccc2c(c1)OCO2
 : 1	0%	x	13%	10%	-5%	11%	2%[12.7 µM]	7%
COc1ccc2c(c1)c1c(c(=O)n(-c3ccc(OC)c(OC)c3)c(=O)n1Cc1ccccc1C)n2C
 : -1	-29%	1%	-16%	-2%	3%	39%	8%[59 µM]	2%
O=C(NC1CC1)c1ccc(S(=O)(=O)NCC2CCCCC2)cc1
 : -2	9%	x	12%	-1%	-19%	20%	-27%[59 µM]	-1%
Cc1cc(C(=O)COC(=O)C23CC4CC(CC(O)(C4)C2)C3)c(C)n1C
 : -1	-28%	u	-22%	x	-20%	10%	x	-5%
Cc1cccc(C(=O)Nc2ccc(CC(=O)O)cc2)c1
 : 4	26%	-7%	13%	3%	-2%	31%	-29%[12.7 µM]	-1%
C/C(=N\NC(=O)c1nnn(-c2nonc2N)c1CN(C)C)c1ccco1
 : 7	17%	-12%	-15%[56.9 µM]	-2%	-22%	57%[activator]	x	1%
Cn1c(N)c(C(=O)COC(=O)CCC2CCCC2)c(=O)n(C)c1=O
 : -21	-8%	4%	-6%	21%	-10%	33%	8%	1%
COc1ccc(NC(=O)COC(=O)c2ccc(O)cc2)c([N+](=O)[O-])c1
 : -3	-2%	6%	16%	-22%	-23%	-12%	-29%	4%
CNC(=O)CN1C(=O)C2C3C=CC(C3)C2C1=O (stereo unspecified)
 : 4	0%	1%	-22%	12%	4%	33%	-4%	2%
CN(CC(=O)Nc1ccc(F)c(F)c1F)C(=O)c1cc(S(=O)(=O)N(C)C)ccc1N1CCCC1
 : 3	22%	-8%	-5%	x	-18%	19%	x	-4%
C=CCn1c(SCC(=O)O)nnc1-c1cccc(Cl)c1
 : 0	7%	-2%	-22%	2%	4%	55%[activator]	2%[12.7 µM]	4%
N#Cc1cccc(C#N)c1N1CCC(C#N)CC1
 : -2	-11%	-5%	6%	-2%	-14%[11.4 µM]	26%	13%	8%
COc1cccc(NC(=O)COC(=O)C2CC(=O)N(c3ccc(C)cc3)C2)c1 (stereo unspecified)
 : -3	u	6%	-21%	1%	-17%	20%	4%[2.33 µM]	0%
Cc1c(Cl)cccc1NC(=O)CNC(=O)c1cn(-c2ccccc2)nc1-c1cccnc1
 : 4	-26%	16%	-6%	3%	-16%	17%	-8%[2.33 µM]	0%
CNc1ncnc(Sc2ccc(Cl)cc2)c1[N+](=O)[O-]
 : -1	17%	-13%	-26%	-8%	-7%	14%	x	-13%
CCCC(c1nnnn1C(C)(C)CC)N1CCN(C2CCCC2)CC1 (stereo unspecified)
 : 4	u	-2%	12%[11.4 µM]	u	-4%[11.4 µM]	26%	89µM*	3%
COc1cccc(N2C(=O)C3ON(c4ccccc4)C(c4cccs4)C3C2=O)c1 (stereo unspecified)
 : -2	-4%	-1%	-4%	-2%	-4%	37%[activator]	u	3%
CNC(=O)c1sc2ncccc2c1-n1cccc1
 : -11	-9%	1%	-10%	15%	-10%	39%[activator][57 µM]	-1%[59 µM]	-3%
Cc1cccc(NC(=O)c2cccc(C(=O)Nc3cccc(C)c3C)n2)c1C
 : -3	3.2µM*	-17%	-8%	1%	-7%	20%	50µM*	-5%
Cc1ccc(NC(=O)N2CCC(CN3CCC(C)CC3)CC2)cc1F
 : -2	-17%	-4%	29%	-12%	-3%	27%	-20%[59 µM]	-5%
Clc1ccc(OCCCNCc2ccccc2)c(Br)c1
 : 8	u	3%	-24%	u	10µM*	-22%	13µM*	-4%
CCC(=O)Oc1ccc2c(c1)OC1(OC(C)=O)OC(C)CC1=C2C (stereo unspecified)
 : 2	9%	2%	7%[11.4 µM]	-3%	-16%[11.4 µM]	52%[activator]	12%	21%
O=C(OCCc1cc2ccccc2c(=O)o1)c1ccc2c(c1)OCO2
 : 1	-4%	-7%	0%	16%	13%	71%[activator]	-30%[0.501 µM]	-1%
O=C(N[C@@H](Cc1ccccc1)C(=O)CCl)OCc1ccccc1
 : 23&15	-21%	9%	3.4µM*	4%	-9%	55%[activator]	15µM*	7%
N#Cc1ccc(N2C(=O)[C@@H]3C(C(=O)C(c4ccccc4)c4ccccc4)=NN[C@@H]3C2=O)cc1
 : -2	19%	-4%	28%	-30%	-17%	17%	-24%[59 µM]	11%
O=C(O)c1ccc(CN2CCOCC2)o1
 : 4	u	9%	1%	-18%	-22%	24%	-3%	1%
Clc1ccc(-n2nnnc2Sc2ncnc3sccc23)cc1
 : 23	-9%	2%	-52%	x	5%	106%[activator]	x	-9%
O=C(Nc1ccccc1Cl)NC1(C(=O)N2CCCC2)CCCCC1
 : -1	0%	-8%	5%	13%	-16%	11%	11%[59 µM]	6%
CCOC(=O)c1ccc(N/C(=N\S(=O)(=O)c2ccc(F)cc2F)c2ccccc2)cc1
 : 3	-20%	9%	-8%	-22%	-30%	3%	-5%[59 µM]	0%
COc1ccc(S(=O)(=O)n2[nH]c(=O)c(CCO)c2C)cc1
 : 5	0%	-14%	-23%	6%	-17%	35%	x	5%
Cc1ccc(S(=O)(=O)N(C)c2ccc(C(=O)Nc3cccnc3)cc2)cc1
 : -4	430%[activator]	12%	-3%	-29%	-17%	21%	42%	-7%
COCCNc1c(-c2cc3ccc(C)c(C)c3[nH]c2=O)nc2ccccn12
 : 3	-4%	6%	-3%	-29%	-34%	10%	u	u
O=C(CN1CCC(C(=O)O)CC1)Nc1ccccc1Oc1ccccc1
 : 4	u	-3%	6%	3%	1%	-2%	x	11%
CCCNC(=O)c1cc(S(=O)(=O)N2CCc3ccccc32)cn1C
 : 2	38%	-12%	-3%	1%	-14%	23%	20%	-4%
CC(OC(=O)CCN=C1NS(=O)(=O)c2ccccc21)C(=O)Nc1ccc(F)c(F)c1F (stereo unspecified)
 : -1	1%	5%	-32%	13%	-10%	23%	u	8%
CCOC(=O)C1=C(C)NC2=C(C(=O)CCC2)C1c1ccc(N(C)C)cc1 (stereo unspecified)
 : 6	24%	5%	10%	-35%	-32%	-6%	u	11%
COc1ccc(N2CCN(C(=O)NC3CC(=O)N(c4ccc(OC)cc4)C3)CC2)cc1 (stereo unspecified)
 : -13	-17%	-1%	-21%	-10%	1%	9%	u	1%
COCCNC(=O)C(c1ccc(F)cc1)N(Cc1ccco1)C(=O)CCC(=O)Nc1ccccn1 (stereo unspecified)
 : -1	4%	-2%	-9%	3%	-6%	18%	u	-10%
CN(C(=O)c1cccc(NC(=O)Cc2cccc(NC(=O)C3CCN(C(=O)C4CCCCC4)CC3)c2)c1)C1CCC1
 : 1	u	-9%	-4%	x	-20%	14%	x	0%
O=C(CN1CCN(Cc2ccccc2)CC1)N1CCCc2ccccc21
 : -3	u	0%	12%	20µM*	4.5µM*	u	u	-1%
COC(=O)Nc1nc(C)c(C(=O)c2ccccc2)s1
 : 5	-10%	11%	-19%	15%	2%	37%[activator]	-33%[59 µM]	-3%
CC(C)CC1Nc2ncnc(N3CCN(c4ccccc4)CC3)c2N(Cc2ccc(Br)cc2)C1=O (stereo unspecified)
 : 4	-25%	24%	-18%	u	u	15%	u	0%
O=C(c1c(F)cccc1F)N1CCN(CCOc2ccccc2)CC1
 : 107	18%	4%	-8%	-2%	-23%	7%	15%	3%
O=C(Cn1cnc2c(nnn2Cc2ccc(F)cc2)c1=O)N1CCCc2ccccc21
 : 4	9%[57.4 µM]	x	13%	-1%	-5%	26%	u	5%
Cc1ccccc1-c1nc2ccccc2o1
 : -1	-17%[57.4 µM]	x	2%	35%	52%[activator]	46%	15%	-4%
Cc1onc(-c2c(F)cccc2Cl)c1C(=O)N1CCCc2ccccc21
 : 2	26%	-4%	17%	-3%	-1%	40%	5%[59 µM]	5%
O=S(=O)(c1cccc2nonc12)N1CCCCCC1
 : 3	-6%	6%	14%[56.9 µM]	-3%	-11%	10%	x	-3%
COC(=O)CCN(C(=O)c1cccc([N+](=O)[O-])c1)c1ccccn1
 : -1	-12%	-11%	13%	0%	-4%	23%	3%	7%

Looked up by compound from above:
Fields: PI4K2A block	ALOX12 inh	ERG Ets-DNA blk	RGS4 inhibitor	BAZ2B block	JMJD2A Tudor	HP1b chromo inh	G9a inh	GLS inh
COC(=O)Nc1nc(C)c(C(=O)c2ccccc2)s1
 : 5	-10%	11%	-19%	15%	2%	37%[activator]	-33%[59 µM]	-3%
COc1ccc(N2CCN(C(=O)NC3CC(=O)N(c4ccc(OC)cc4)C3)CC2)cc1 (stereo unspecified)
 : -13	-17%	-1%	-21%	-10%	1%	9%	u	1%
